# Screening results as filed in PubChem.
# PAX8 reporter: inhibitors of PAX8-driven TPO luciferase reporter, primary screen, RMG-I cells, single concentration; SteadyGlo, 24 h; inhibition, % at 12.6 µM; actives 1.2% (n = 360,000);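 active means mean replicate inhibition at least 60% with every replicate also reaching 60%; inconclusive means only one of the two criteria is met; inactive means mean below 60% and not all replicates reaching 60%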;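 further: luciferase light reporting Pax8 driven TPO promoter activity; plate controls were median of neutral control wells for no effect and mitoxantrone controls for full effect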
# DENV2 CPE: inhibitors of DENV2 cytopathic effect, primary screen, cell-based, plate reader, single concentration; DENV2-infected cells, cytopathic effect rescue; CPE inhibition, % at 9.99 µM; actives 1.7% (n = 350,000); in the data active means CPE inhibition above about 20%, passing the limit was not always enough; inconclusive means no clear call, values can overlap the other calls; tested in BHK-21 cells;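 further: 0% = median of neutral control wells and 100% = median of positive control wells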
# miR122 inh: miR-122 Renilla sensor signal increase in Huh7, primary screen, miR-122 inhibitor project, cell-based, single point, plate reader. actives 0.3% (n = 340,000). activation (reporter increase), % at 12.5 µM. AID 602342, 2012. Huh7 miR-122 Renilla luciferase sensor, 48 h; neutral wells = 0, positive control = 100;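 active means mean replicate activation score at least 90 and every replicate individually at or above 90; inconclusive means only one of the two criteria met; inactive means neither criterion met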;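 further: higher luciferase means less miR-122 activity so hits act as miR-122 inhibitors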
# EWS-Fli block: EWS/Fli-driven NR0B1 reporter inhibitors, primary screen, A673 cells, NR0B1 luciferase, luminescence, MLPCN library; viability-normalised; inhibition, % at 12.6 µM; actives 0.67% (n = 350,000); AID 651661, 2012;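 active means mean inhibition of at least 50% after viability correction, with every replicate also passing that limit; inconclusive means mean reaches 50% but only one of two replicates passes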;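 further: firefly luciferase signal divided by Alamar Blue viability fluorescence both relative to DMSO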
# CFTR F508del cor: F508del CFTR correction, initial screen, CFBE line, single point; CFBE cells, YFP halide quenching; stimulated with forskolin plus potentiator P3; % fluorescence drop versus neutral controls; activity (quench increase), % at 7.58 µM; actives 0.36% (n = 350,000); AID 720511, 2013;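 active means mean added fluorescence quench of at least 8% versus neutral control, with both replicates also reaching 8%; inconclusive means only one of the mean or replicate conditions met; inactive means mean below 8% and not both replicates reaching 8%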;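 further: cells transiently co-express mutant CFTR-F508del with the halide-sensitive YFP; corrector assay measuring rescue of mutant channel to the surface after 24 h compound exposure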
# FN deposition inh: inhibitors of fibronectin matrix deposition, primary screen, AH1F cells, Alexa488-fibronectin fluorescence, plate reader | AH1F fibroblasts, overnight | actives 0.086% (n = 350,000) | inhibition, % at 12.6 µM;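 active means mean inhibition across replicates of 30% or more, regardless of how many single replicates reach that level; inconclusive means mean under 30% yet at least half of replicates reach 30%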;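 further: positive control wells lacked labelled fibronectin entirely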
#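 Assay system: AH1F fibroblasts / Quantity: 10000 cells per well / Medium: DMEM plus 2% serum, read in PBS / Reagent: labelled fibronectin 24 nM / Dosing: single dose, pinned / Times: 1 h cell attachment, overnight exposure to compound and label / Signal: fluorescence, ex 485 nm, em 525 nm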
# INS-1E GSIS act: GLuc luminescence reporter in INS-1E cells, primary screen for activators of glucose-dependent secretion of insulin; actives 0.61% (n = 370,000); activation, % at 16.6 µM; INS-1E GLuc reporter insulin secretion, 2-3 h; AID 743287, 2014;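 active means lowest replicate activation of at least 40%, so every replicate reaches that level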;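 further: 0% = median of neutral control wells and 100% = median of IBMX positive control wells; some compounds called inactive have numbers as strong as hits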
# Starred values were filed as active, the others as inactive; u = inconclusive; x = not tested or not shown; [ ] = dose if it differs, or a comment. Random draw from the library (roughly 3.9% active in at least one column).
SMILES,PAX8 reporter,DENV2 CPE,miR122 inh,EWS-Fli block,CFTR F508del cor,FN deposition inh,INS-1E GSIS act
Cc1cc(Nc2ccc(OC(F)F)cc2)cc(=O)n1-c1ccc(OC(F)F)cc1,3,6,x,-9,-1.9,-1,x
CCO[C@@H]1OC(C(=O)N2CCN(Cc3ccccc3)CC2)=C[C@H](c2cn(C(C)=O)c3ccccc23)[C@H]1CCCO,14,-5,x,3,0.5,5,-17
COc1cc(N/C(=N/S(=O)(=O)c2ccccc2)c2ccccc2)ncn1,-156,x,1,x,x,5,x
CC1CCc2c(C(=O)NCc3cccnc3)csc2C1 (stereo not drawn),8,u,34,-6,2.4,-6,-16
C[C@@H]1CN([C@@H](C)CO)C(=O)Cc2cc(NC(=O)CCC(F)(F)F)ccc2O[C@@H]1CN(C)C(=O)Nc1cccc2ccccc12,25,-6,-4[16.7 µM],-6,-2.7,8,-3
O=C(Nc1ccc(S(=O)(=O)Nc2ncccn2)cc1)C12CC3CC(CC(C3)C1)C2,-1,-8,1,13,-1.4,-8,2
CNc1cccc(-c2ccc(N3CCN(C)CC3)nc2)n1,-95,u,-7,-55,-1.3,1,1
Cc1onc(-c2ccccc2Cl)c1C(=O)NCc1ccccc1,x,4,-3,1,-0.6,x,13
CCC(=O)N(C)C[C@@H]1Oc2ncc(-c3ccc(C)cc3)cc2C(=O)N([C@@H](C)CO)C[C@@H]1C,x,-6,24[16.7 µM],6,-2.3,-4,16
Cc1cccc(-n2c(O)c(C=NCc3ccccn3)c3ccccc3c2=O)c1,26,-4,-6,3,x,4,23
COc1nc(OC)nc(N2CCC(C(=O)NC3CC3)CC2)n1,0,7,x,-11,1.3,22,-10
C[C@H](NCc1c[nH]c2ccccc12)c1ccccc1,24,7,0,21,-0.6,-6,-38
CCc1cccc2c(C(=O)CSc3nnc(-c4ccncc4)n3C)c[nH]c12,20,3,2,14,x,-10,23
COc1cc(Br)cc(/C=C/c2ccc3cccc(O)c3n2)c1O,11,-1,8,-130,3.7,-9,1
CC(C)NC(=O)CCCn1c(=S)[nH]c2cc3c(cc2c1=O)OCO3,-6,x,6,x,x,3,x
CCCc1[nH]n(-c2nc3ccccc3s2)c(=O)c1C=NCCCOC,-10,-2,17,-1,2.4,-3,-7
CC1CC2=C(NC(=S)NC2c2ccccc2F)/C(=C/c2ccccc2F)C1 (stereo not drawn),-4,3,4,19,1.9,-4,6
Cc1cc(NS(=O)(=O)c2ccc(NC(=O)CCCOc3ccc(Cl)cc3)cc2)no1,-8,x,11,x,x,-3,16
COc1cccc(-c2ccc([C@H]3[C@@H](CO)N4CCCCN(S(=O)(=O)c5cn(C)cn5)C[C@@H]34)cc2)c1,-1,-8,3[16.7 µM],-4,-1.4,x,7
Cc1ccc(NC(=O)CN(c2ccccc2)S(=O)(=O)N(C)C)cc1,3,x,x,x,x,1,-12

# 2 records picked at random from the list so far, as already listed:
SMILES,PAX8 reporter,DENV2 CPE,miR122 inh,EWS-Fli block,CFTR F508del cor,FN deposition inh,INS-1E GSIS act
CC1CCc2c(C(=O)NCc3cccnc3)csc2C1 (stereo not drawn),8,u,34,-6,2.4,-6,-16
Cc1onc(-c2ccccc2Cl)c1C(=O)NCc1ccccc1,x,4,-3,1,-0.6,x,13

# Arranged by the number under DENV2 CPE (ascending): 5 of the compounds above
mol	DENV2 CPE
O=C(Nc1ccc(S(=O)(=O)Nc2ncccn2)cc1)C12CC3CC(CC(C3)C1)C2	-8
CCC(=O)N(C)C[C@@H]1Oc2ncc(-c3ccc(C)cc3)cc2C(=O)N([C@@H](C)CO)C[C@@H]1C	-6
CCO[C@@H]1OC(C(=O)N2CCN(Cc3ccccc3)CC2)=C[C@H](c2cn(C(C)=O)c3ccccc23)[C@H]1CCCO	-5
CCCc1[nH]n(-c2nc3ccccc3s2)c(=O)c1C=NCCCOC	-2
COc1nc(OC)nc(N2CCC(C(=O)NC3CC3)CC2)n1	7

# (more compounds)
SMILES,PAX8 reporter,DENV2 CPE,miR122 inh,EWS-Fli block,CFTR F508del cor,FN deposition inh,INS-1E GSIS act
Cc1noc(C)c1NC(=O)NCC[C@@H]1CC[C@@H](NC(=O)Cc2cccnc2)[C@@H](CO)O1,-4,-7,x,-6,0.2,-9,7
C[C@@H]1CN([C@H](C)CO)C(=O)c2cc(NC(=O)NC3CCCCC3)ccc2O[C@H]1CN(C)C(=O)Nc1ccc(C(F)(F)F)cc1,16,13,-12[16.7 µM],1,-2.7,x,2
CN(C)CCNC(=O)c1csc(Nc2cccc3ccccc23)n1,22,2,5,10,4.0,-3,10
COc1ccc([Si](C)(C)[C@@H]2[C@@H](CC(=O)N3Cc4ccccc4C[C@H]3CO)O[C@]3(C(=O)N(Cc4ccc(I)cc4)c4ccccc43)[C@H]2C)cc1,56,10,x,-14,1.8,x,x
CCc1nnc(NC(=O)CCc2ccccc2OC)s1,-21,-8,0,-6,-1.8,-7,3
COc1ccc(S(=O)(=O)N(C)C[C@H]2OCCCC[C@@H](C)Oc3ccc(NC(=O)Nc4ccc(C(F)(F)F)cc4)cc3C(=O)N([C@@H](C)CO)C[C@@H]2C)cc1,55,-8,1[16.7 µM],63*,1.0,x,4
CC(C)C#Cc1ccc2c(c1)O[C@H](CN(C)C(=O)c1ccccc1)[C@H](C)CN([C@H](C)CO)S2(=O)=O,2,-6,-7[16.7 µM],8,-3.4,x,-15
O=C(O)C[C@H]1C[C@H]2c3cc(NS(=O)(=O)c4ccccc4)ccc3O[C@H]2[C@H](CO)O1,-8,1,x,x,-1.7,-5,-3
C=CCn1c(SCc2ccccc2F)nc2cc(C(=O)O)ccc2c1=O,-14,-5,-3,10,-1.6,4,22
Cc1ccc(NC(=O)CCNS(=O)(=O)c2ccccc2F)cc1S(=O)(=O)N1CCOCC1,11,0,x,4,-1.9,1,8
Cc1ccccc1CCNC(=O)C1CCCN(c2cnccn2)C1 (stereo not drawn),-20,-6,x,-4,-1.5,1,0
CCOC(=O)c1sc2nccc(OC)c2c1N=CN(C)C,3,-12,x,17,-2.0,10,3
O=C1CCN(S(=O)(=O)c2cccs2)c2ccc(C(F)(F)F)cc2N1,4,18,x,-3,-0.7,-2,15
O=C(OCC(=O)c1ccc[nH]1)C1=COCCO1,-12,2,-1,-5,0.1,1,x
Cc1ccc(S(=O)(=O)N2CCCCC2)cc1NC(=O)COC(=O)Cc1c(F)cccc1Cl,3,x,-5,x,x,0,-30
Cc1ccc(NC(=O)C(C)Sc2nnc(C)n2CC2CCCO2)cc1 (stereo not drawn),-8,-5,0,-2,-0.4,3,5
CC1(C)CC(=O)C2=C(C1)OC1=C(C(=O)CC(C)(C)C1)C2c1ccc(O)c([N+](=O)[O-])c1,0,5,x,-5,-0.1,-12,-4
O=C(Nc1ccc(F)cc1)N[C@@H]1C[C@@H]2O[C@H](CO)CC[C@@H]2O[C@@H]1CCc1ccc(-c2ccccc2)cc1,-26,-16,x,-6,-0.8,x,x
C/C(=N\NC(=O)Cn1ccc(C(F)(F)F)n1)c1ccc2c(c1)OCO2,-14,-2,x,-17,2.1,x,-14
CNC[C@H]1OCCCC[C@H](C)Oc2ccc(NC(=O)C3CCCCC3)cc2C(=O)N([C@H](C)CO)C[C@@H]1C,-18,-4,1[16.7 µM],-6,-4.2,x,6
COC(=O)C1=C(C)N(Cc2ccccc2)C(=NCc2ccccc2)N[C@H]1c1cccc(F)c1,-4,x,x,31,0.4,23,x
CCOC(=O)c1sc(NC(=O)C2CC(=O)N(c3ccc4c(c3)OCCO4)C2)nc1C (stereo not drawn),6,-3,-13,3,-0.7,-9,-33
COc1ccccc1NC(=O)C(=O)NCCCN1CCCC1=O,x,-1,x,-29,-1.4,-2,16
COCCN(C(=S)Nc1ccccc1C)C(C)c1cccs1 (stereo not drawn),-8,0,9,-28,x,4,7
CO[C@H]1CN(C)C(=O)c2ccc(NC(=O)C3CCCCC3)cc2OC[C@@H](C)N(C)C[C@@H]1C,x,5,5[16.7 µM],-3,-0.8,1,-11
CCN(CCC(=O)Nc1cc(OC)ccc1OC)Cc1ccccc1,11,2,x,2,-4.0,9,1
CN(C)CC#Cc1ccc([C@H]2[C@@H](CO)N3C(=O)CN(C(=O)Cc4cccnc4)C[C@H]23)cc1,-1,7,x,5,-1.6,x,-1
CCOc1cc(C2C(C(=O)OCC(C)C)=C(C)N=C3SCCC(=O)N32)ccc1OC(C)=O (stereo not drawn),1,x,-11,x,x,-5,x
COc1ccccc1N1CCN(C(=O)c2ccc(-c3ccc(Cl)cc3)o2)CC1,24,-8,-24,49,9.4*,20,-21
CC(C)(C)c1ccc(-n2ncc3c2CCCC3NC(=O)CN2CCCCC2=O)cc1 (stereo not drawn),-5,-2,x,6,0.3,-24,-29
CCCCCCCC1(C)NC(=O)N(CC(=O)Nc2cc(C)on2)C1=O (stereo not drawn),3,x,x,10,6.7,-15,14
O=CN1CCCN(C(=O)CC2C(=O)NCCN2Cc2cccc(Oc3ccccc3)c2)CC1 (stereo not drawn),-6,4,-5,2,-4.3,-3,-9
C[C@H](CO)N1C[C@H](C)[C@H](CN(C)C(=O)NC2CCCC2)Oc2ncc(C#CCN(C)C)cc2C1=O,-17,12,51[16.7 µM],-2,5.5,-6,8
N#C[C@@H]1[C@H](c2ccc(C#CC3CCCCC3)cc2)[C@H](CO)N1C(=O)Cc1ccccn1,21,x,x,7,2.7,-14,-37
CCN(CC(=O)Nc1ccc2c(c1)OCCO2)c1nc(-c2cccnc2)nc2ccccc12,24,x,-4,x,x,3,x
O=[N+]([O-])c1ccc(S(=O)(=O)Nc2ccc(-c3ccccc3)cc2)cc1,1,-8,12,3,0.8,-5,-25
COc1ccc(C(=O)NC(=S)NCc2cccnc2)cc1Cl,-15,11,-5,7,-1.5,-2,-1
COc1ccc(-c2c(C)cc3oc(=O)cc(-c4ccccc4)c3c2C)cc1OC,8,-2,-6,11,9.4*,x,24
COc1ccc(Cl)cc1NC(=O)CN(C)CC(=O)NC(C)c1ccccc1 (stereo not drawn),18,6,x,20,-6.0,-8,-3
O=S(=O)(c1ccccc1)N1CC[C@@H]2[C@H](CO)Nc3ccc(-c4ccccc4F)cc3[C@@H]21,-12,x,22[16.7 µM],-8,1.4,2,13
Cc1ccc(-c2cc(C(=O)OCC(=O)N(C)C3CCS(=O)(=O)C3)c3ccccc3n2)o1 (stereo not drawn),6,9,x,-28,1.6,6,-13
Cc1nn(C)cc1CNC(=O)Nc1cccc(Cl)c1,1,x,-6,x,x,-1,x
Cc1cc(SCC(=O)NCCN2C(=O)CSC2=O)nc2ccccc12,20,3,x,-5,x,1,11
CCC(C)c1ccccc1N1CC(C(=O)Nc2ccc(N3CCOCC3)cc2)CC1=O (stereo not drawn),3,-2,-13,-1,-0.9,-24,4
COc1cnn(-c2ccc(F)cc2)c(=O)c1Br,6,-4,x,5,2.6,3,-12

# Not a retest: 4 of the compounds above.
SMILES,PAX8 reporter,DENV2 CPE,miR122 inh,EWS-Fli block,CFTR F508del cor,FN deposition inh,INS-1E GSIS act
Cc1nn(C)cc1CNC(=O)Nc1cccc(Cl)c1,1,x,-6,x,x,-1,x
Cc1cc(SCC(=O)NCCN2C(=O)CSC2=O)nc2ccccc12,20,3,x,-5,x,1,11
CCC(C)c1ccccc1N1CC(C(=O)Nc2ccc(N3CCOCC3)cc2)CC1=O (stereo not drawn),3,-2,-13,-1,-0.9,-24,4
COc1cnn(-c2ccc(F)cc2)c(=O)c1Br,6,-4,x,5,2.6,3,-12
